Source: PubChem BioAssay (National Center for Advancing Translational Sciences (NCATS))
PTHR1 ag: qHTS for PTHR1 Agonists: Primary Screen | hit rate 0.075% among 410,000 | Potency, µM (top dose mostly 115 µM), inactives show at the top dose activation, most hits filed as activators | HEK293 GP2 PTHR1 cells, GloSensor cAMP luminescence, 1 h | Parathyroid hormone/parathyroid hormone-related peptide receptor (Homo sapiens), Q03431; further: potency means the concentration at half of the fitted maximal effect; nearly all actives have a fitted effect of over 55% in size; some results filed as inactive show a strong effect at the top dose; inactives centre near -15; many of its hits are not listed in these tables
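HEK-293-derived GP2 cells expressing PTHR1 and a GloSensor cAMP reporter, 3,000/well, plated overnight, given luciferin plus IBMX (each 0.5 mM as added) for 1 h at 37 °C, then compound for 1 h at 37 °C. Luminescence was read after 15 min at room temperature.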
EPAC1 antagonist: qHTS for Antagonist of cAMP-regulated guanine nucleotide exchange factor 3 (EPAC1): primary screen; EPAC1 GEF assay, Rap1b-BODIPY-GDP exchange fluorescence; Rap guanine nucleotide exchange factor 3 (Homo sapiens), O95398; Potency, µM (highest dose often 115 µM), for the others: at the top dose activity change, negative = inhibition, most hits filed as inhibitors; hit rate 0.14% among 360,000;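 further: potency means the concentration at half of the fitted maximal effect; plate controls were vehicle for no effect and positive control for full effect; nearly all actives have a fitted effect of over 50% in size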
GLP1R ag: qHTS of GLP-1 Receptor Agonists. Potency, µM (highest dose often 45.6 µM), inactives show at the top dose activation, usual class: activators. HEK293 GLP-1R CRE-luciferase, luminescence, 4-6 h; cells express a hypersensitive GLP-1R form. Glucagon-like peptide 1 receptor (Homo sapiens), P43220. hit rate 0.007% among 380,000; further: potency means the concentration at half of the fitted maximal effect; % of control where 0% means no effect
GLP-1R inv ag: qHTS of GLP-1 Receptor Inverse Agonists (Inhibition Mode). HEK293 GLP-1R CRE-luciferase, luminescence, 24 h; GLP-1R form is constitutively active. hit rate 1.6% among 410,000. AID 624417, 2012. Potency, µM (series often up to 38.3 µM), for inactives: top-dose activity change, negative = inhibition, most hits filed as inhibitors. Glucagon-like peptide 1 receptor (Homo sapiens), P43220; further: potency means the concentration at half of the fitted maximal effect; on the % scale 0 is the no-effect control and ±100 the full control effect; nearly all actives have a fitted effect of over 55% in size
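Seeding at 200 cells/uL, 12 h culture, 24 hr compound treatment, then luciferase reagent and a luminescence read; cells are HEK293 stably expressing a constitutively active GLP-1R plus cAMP-responsive luciferase.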
PI5P4Ka inh: qHTS for Inhibitors of phosphatidylinositol 5-phosphate 4-kinase (PI5P4K); Phosphatidylinositol 5-phosphate 4-kinase type-2 alpha (Homo sapiens), P48426; PI5P4Kalpha enzyme, ADP-Glo luminescence, 60 min; active compounds read low; max response, %; hit rate 1.2% among 330,000; AID 652105, 2013; active means max response of -50% or lower; inconclusive means between -30% and -50%; inactive means -30% or higher; further: value at the top dose of about 77 µM; on the % scale 0 is the no-effect control and ±100 the full control effect
Target sequence (P48426 whole entry, looked up): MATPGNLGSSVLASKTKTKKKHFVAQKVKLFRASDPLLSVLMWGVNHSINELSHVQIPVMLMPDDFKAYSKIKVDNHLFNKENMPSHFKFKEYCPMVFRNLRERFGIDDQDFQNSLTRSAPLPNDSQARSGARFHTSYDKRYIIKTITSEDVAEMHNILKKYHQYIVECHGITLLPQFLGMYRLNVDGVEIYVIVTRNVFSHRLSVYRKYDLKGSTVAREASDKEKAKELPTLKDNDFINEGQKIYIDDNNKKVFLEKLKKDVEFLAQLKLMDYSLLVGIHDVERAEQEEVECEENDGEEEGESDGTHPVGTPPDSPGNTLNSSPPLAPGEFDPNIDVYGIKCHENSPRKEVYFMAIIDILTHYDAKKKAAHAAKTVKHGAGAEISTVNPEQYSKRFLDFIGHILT
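Enzyme plus substrate dispensed, test compounds pinned in, then ATP (5 microM final) added. After 60 min at RT, ADP-Glo reagent 1 for 45 min and reagent 2 for 30 min preceded luminescence imaging.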
IL-2 act: qHTS of IL-2 Activators; IL-2 activation reporter assay, cell-based qHTS; stimulated with anti-CD3/CD4/CD28 beads; in transgenic mouse T cells; activation, % (series mostly up to about 46 µM); hit rate 0.065% among 360,000; in the data active means activation above about 50%; inconclusive means mostly about 30% to 49%; further: 0% is about no effect
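Quantitative HTS in unstimulated transgenic mouse T cells, with memory T cells as non-tolerant control and PMA/ionomycin as tolerance-bypass control. Compound pretreatment lasted 60 minutes before 18 h bead stimulation; EGFP/DsRed fluorescence read.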
PLK1 PBD block: qHTS for Inhibitors of PLK1-PDB (polo-like kinase 1 - polo-box domain): Primary Screen; Plk1 PBD binding of FITC phosphopeptide, fluorescence polarization; Potency, µM, for inactives: max response, negative = inhibition, most hits filed as inhibitors; hit rate 2.8% among 360,000; Serine/threonine-protein kinase PLK1 (Homo sapiens), P53350; further: potency means the concentration at half of the fitted maximal effect; series mostly up to about 57 µM; on the % scale 0 is the no-effect control and ±100 the full control effect; nearly all actives have a fitted effect of over 65% in size
Target sequence (P53350 whole entry, looked up, the tested form may be a part): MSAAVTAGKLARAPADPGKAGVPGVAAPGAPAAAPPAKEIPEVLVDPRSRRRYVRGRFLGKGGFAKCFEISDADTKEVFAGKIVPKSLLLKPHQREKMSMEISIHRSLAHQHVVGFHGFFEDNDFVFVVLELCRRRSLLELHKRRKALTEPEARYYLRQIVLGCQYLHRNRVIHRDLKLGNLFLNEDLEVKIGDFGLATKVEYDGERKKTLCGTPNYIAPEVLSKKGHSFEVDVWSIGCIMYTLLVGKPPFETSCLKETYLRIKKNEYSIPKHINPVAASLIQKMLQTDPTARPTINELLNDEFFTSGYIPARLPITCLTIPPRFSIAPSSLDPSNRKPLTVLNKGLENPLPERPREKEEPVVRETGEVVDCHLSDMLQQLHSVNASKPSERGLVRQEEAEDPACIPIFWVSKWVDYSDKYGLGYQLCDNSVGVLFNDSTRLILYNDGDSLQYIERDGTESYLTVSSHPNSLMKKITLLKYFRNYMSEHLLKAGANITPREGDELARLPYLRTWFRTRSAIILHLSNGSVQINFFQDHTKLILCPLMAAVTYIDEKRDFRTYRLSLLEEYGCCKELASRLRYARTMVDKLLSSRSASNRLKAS
EPAC1 ag: qHTS for Agonist of cAMP-regulated guanine nucleotide exchange factor 3 (EPAC1): primary screen; EPAC1 agonist qHTS, biochemical assay; response scale: 100% = response to 6.5 mM cAMP; Potency, µM (series often up to 154 µM), without a hit: top-dose activation, most hits filed as activators; hit rate 0.073% among 360,000; AID 720707, 2013; further: potency means the concentration at half of the fitted maximal effect; nearly all actives have a fitted effect of over 60% in size
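Normalized to 6.5 mM cAMP, activity reflects EPAC1-catalysed release of BODIPY-GDP from Rap1B, followed kinetically over 30 min at 480 nm excitation, 540 nm emission. Reaction contained 100 nM EPAC1, 250 nM Rap1B-BODIPY-GDP, 50 uM GDP.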
GLP1R cytotox: qHTS of GLP-1 Receptor Inverse Agonists: Cytotox Screen; hit rate 0.13% among 410,000; Potency, µM (highest dose often 38.3 µM), inactives show top-dose activity change, negative = inhibition, actives largely listed as inhibitors; HEK293 cAMP-luciferase reporter cells, luminescence, 24 h;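 further: loss of luciferase light is scored as toxicity; potency means the concentration at half of the fitted maximal effect; on the % scale 0 is the no-effect control and ±100 the full control effect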
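MLSMR compounds, 24 hr on cells at 37 deg C/5% CO2; luminescence after luciferase reagent (12 min RT). Inhibition counted as the undesired cytotoxic outcome.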
* = called active by the depositor; i = inactive; ? = inconclusive; . = no result given; [ ] = remark or other dose. Unless noted, the call rests on the fitted dose curve; in most records, active means well fitted curve in the direction sought with a large enough effect; inconclusive means small, poorly fitted or top-dose-only effect, or another doubt; inactive means no such curve, though single readings can be large; an effect the other way counts as inactive or inconclusive. This is a subset (hit frequency here may not be typical).

Every second line gives: PTHR1 ag	PLK1 PBD block	EPAC1 antagonist	GLP1R ag	IL-2 act	EPAC1 ag	PI5P4Ka inh	GLP1R cytotox	GLP-1R inv ag
> CCCCN(C(=O)C1CC(=O)N(c2ccc(C)cc2)C1)c1c(N)n(CCC)c(=O)[nH]c1=O (configuration not stated)
  5%	-9%	16%	2%	2.0	6%	-1	0%	18%
> CCNC(=S)N1CCC(C(=O)c2ccc(F)cc2)CC1
  0%	-14%	-3%	6%	-1.5	12%	-6	-6%	9%
> Cc1cccc(-c2c3c(=O)n(C)c(=O)n(C)c3c3nnc4ccccc4n23)c1
  i	40%[activator]	7%	1%	-0.6	1%	-7	17%	15%
> CC1Oc2ccccc2N(Cc2cccc(F)c2)C1=O (configuration not stated)
  i	-14%	-11%	-6%	-0.8	-2%	3	3%	?
> Cc1ccc(NC(=O)Cn2cc(C(F)(F)F)cc(Cl)c2=O)cc1S(=O)(=O)N1CCCCC1
  -38%[inhibitor]	-2%	-13%	-5%	-5.3	-7%	-5	7%	?
> Cc1ccc(S(=O)(=O)N2CCCCC2CCNC(=O)C(=O)NCC2CCCO2)cc1 (configuration not stated)
  i	-2%	2%	5%	-0.3	-2%	-4	9%	9%
> Cn1cc2ccc([N+](=O)[O-])cc2n1
  i	-1%	-3%	-3%	0.2	1%	1	0%	5%
> CCC(C)c1c(O)nc(SCC(=O)N2CCCCC2)[nH]c1=O (configuration not stated)
  -24%	-10%	-16%	-6%	0.4	-15%	-19	0%	13%
> CC(C)=CC(=O)OCC(=O)Nc1cc(C)cc(C)c1
  i	-5%	9%	5%	-0.4	-7%	-3	8%	2%
> Cc1ccc(C2CC(=O)C=C(NCc3ccccc3)C2)cc1 (configuration not stated)
  96%	2%	-5%	6%	-0.9	-1%	-5	-11%	?
> CC1(C)CC(=O)C(C(c2ccncc2)C2C(=O)CC(C)(C)CC2=O)C(=O)C1
  -1%[57.5 µM]	-9%	23%	-12%	-0.1	-7%	2	-19%	1%
> Cc1ccc(CNC(=O)C(=O)NCC2OCCN2S(=O)(=O)c2ccc3c(c2)OCCO3)cc1 (configuration not stated)
  -12%	-4%	-22%	5%	-0.1	-13%	8	3%	19%
> CS(=O)(=O)N(CC(=O)NC1CCCC1)Cc1ccc(Cl)cc1
  -5%[57.5 µM]	1%	-6%	1%	-0.6	10%	.	2%	7%
> O=S(=O)(c1ccc(Br)s1)N1CCN(CCOc2ccccc2)CC1
  -31%[inhibitor]	-9%	-2%	2%	-4.7	24%	16	12%	?
> O=S(=O)(NCCc1csc(-c2cccnc2)n1)c1ccc(F)cc1
  i	-8%	-19%	0%	-1.3	0%	-1	-6%	6%
> COc1ccc(C(=O)CSc2nc3nn(-c4ccccc4)c(=O)c-3c3n2CCCCC3)c(OC)c1
  -34%[inhibitor]	-6%	-4%	8%	-1.9	16%	-20	3%	-1%
> COc1ccc(N(CC(=O)Nc2ccccc2C(=O)N2CCCC2)S(=O)(=O)c2ccccc2)cc1
  i	4%	1%	9%	-0.2	-26%	2	6%	1%
> COc1ccc(F)cc1S(=O)(=O)N1CCN(C(=O)c2ccco2)CC1
  i	-5%	-26%	-6%	0.1	-2%	4	0%	13%
> Cc1cc2c(NC(=O)Nc3ccc(C(F)(F)F)cc3)cccc2nn1
  -31%	?	-28%	-15%	-0.6	1%	-7	0%	?
> COc1ccc(Cl)cc1NC(=S)NCCc1ccc(F)cc1
  -4%	-13%	-18%	9%	-3.7	11%	2	?	?
> COc1ccc(CCNC(=O)C2CC(c3cccc([N+](=O)[O-])c3)=NO2)cc1 (configuration not stated)
  -91%[inhibitor]	5%	-4%	7%	0.1	1%	2	6%	-2%
> Fc1ccccc1-c1nc2ncccc2o1
  -2%	1%	2%	1%	1.3	1%	-6	-16%	12%
> CCCNC(=O)c1c(N)n(-c2ccc(S(N)(=O)=O)cc2)c2nc3ccccc3nc12
  i	-7%	8%	7%	0.1	-7%	-5	72%[activator]	-4%
> C=CCn1c(SCc2ccc(OC)cc2)nnc1-c1cccnc1
  -8%	-7%	-10%	12%	0.4	0%	.	2%	-2%
> COc1nc(NCCN2CCOCC2)nc(Nc2ccccc2)n1
  i	-13%	4%	13%	-1.9	3%	1	5%	27%
> N#Cc1c(Cl)nsc1NN
  -19%	30µM*	-4%	-4%	-0.2	11%	?	-6%	-1%
> COC(=O)c1sc(NC(=S)NC(=O)c2cccc(C)c2)nc1C
  i	0%	-18%	-2%	0.2	-9%	-3	-19%	22%
> C=CCn1c(CC#N)nnc1N1CCOCC1
  -6%[57.5 µM]	1%	12%	-6%	-2.8	-2%	.	-16%	-21%
> CSCCC(NS(=O)(=O)c1ccc(C)cc1)C(=O)NC1CCCCCC1 (configuration not stated)
  i	2%	-2%	4%	2.5	-2%	37	0%	-6%
> Cc1ccnc(NC(=O)CSc2ccccn2)c1
  -47%[inhibitor]	4%	-6%	12%	0.5	10%	4	-4%	6%
> Cc1[nH]c(=O)[nH]c(=O)c1CSc1nnc(CCCCCNC(=O)OC(C)(C)C)o1
  i	2%	-18%	-9%	2.1	0%	.	58%[activator]	0%
> CC(=O)Nc1ccc(S(=O)(=O)NNC(=O)c2ccc(C)cc2)cc1
  i	0%	-11%	-9%	0.0	13%	1	-8%	10%
> O=C(O)/C=C/C(=O)NCc1ccccc1
  i	6%	16%	-7%	4.1	-5%	1	-3%[1.53 µM]	3%
> O=C(CN1C(=O)CSC1=O)Nc1ccc2c(c1)OCCO2
  i	-14%	2%	3%	-0.6	2%	-55*	-4%	-15%
> COc1ccc2cc(C(=O)NCC(=O)O)sc(=O)c2c1OC
  i	-3%	-17%	-1%	-0.1	4%	-10	9%	10%
> COc1cccc(CN2CCN(Cc3cccc(Br)c3)CC2)c1OC
  i	-1%	-14%	8%	-4.8	8%	-7	5%	?
> OCCNc1nc(Nc2ccccc2Oc2ccccc2)nc(N2CCCC2)n1
  -41%[inhibitor]	.	-17%	12%	-0.3	3%	.	.	.
> COCCn1cnc2c(c1=O)c1nc3ccccc3nc1n2/N=C/c1ccc(OC)c(OC)c1
  i	-3%	9%	6%	1.9	8%	4	5%	-10%
> Cc1onc(-c2c(F)cccc2Cl)c1C(=O)N(C)C1CCCCC1
  -3%	4%	4%	0%	-0.5	6%	11	-7%	?
> CC(=O)Nc1ccc(NC(=O)c2nc(-c3ccccc3)oc2C)cc1
  -1%	-11%	0%	5%	0.3	4%	1	-14%	7%
> O=C(N/N=C/c1ccccc1F)c1cc2c(ccc3ccccc32)o1
  i	-6%	6%	1%	-1.1	2%	-1	-2%	5%
> Clc1cccc(Cl)c1COc1ccncc1
  i	-2%	0%	-3%	-0.1	19%	4	1%	1%
> CCc1ccc(CN2CCC(Oc3ccc(C(=O)N4CCCC4)cc3)CC2)cc1
  -8%	-4%	-26%	-8%	-4.4	0%	9	?	7.9µM*
> COc1ccc(S(=O)(=O)N(C)CC(=O)NC2CC2)cc1OC
  -30%[inhibitor]	3%	5%	-1%	-1.5	-1%	0	-18%	5%
> COCCN(C(=O)CCCC(=O)Nc1ccccn1)C(C(=O)NC1CCCCC1)c1ccc(C)cc1 (configuration not stated)
  i	-6%	3%	10%	0.6	-4%	1	0%	-20%
> CC(=O)c1ccc(OCC(C)C)c(Cc2c(O)nc(N)[nH]c2=O)c1
  i	-1%	3%	3%	0.0	-4%	10	1%	23%
> Cc1ccc(OCC(=O)Nc2ccc(S(=O)(=O)Nc3onc(C)c3C)cc2)cc1
  i	-2%	-2%	9%	4.0	5%	-4	8%	9%
> CCN(CC)c1ccc(NC(=O)CN2CCN(c3ccccn3)CC2)cc1
  -11%	-8%	6%	4%	0.1	1%	4	2%	?
> CNC(=O)c1sccc1Oc1ccc(F)cc1[N+](=O)[O-]
  i	27µM*	6%	5%	1.3	8%	-28	17%	10%
> C/C(NCCc1ccc(O)cc1)=C1/CCOC1=O
  i	6%	10%	-1%	3.1	6%	1	-1%	12%
> COc1ccc(CNC(=O)CN(c2ccccc2)S(=O)(=O)c2ccccc2[N+](=O)[O-])cc1
  i	-1%	12%	3%	0.3	2%	6	-14%	-23%
> O=C(NC1CCCCC1)c1cc(-c2ccccc2O)on1
  -9%	-2%	-15%	15%	1.3	3%	-1	-19%	0%

Compound profiles (already shown):
Record of CCN(CC)c1ccc(NC(=O)CN2CCN(c3ccccn3)CC2)cc1 → PTHR1 ag: -11%; PLK1 PBD block: -8%; EPAC1 antagonist: 6%; GLP1R ag: 4%; IL-2 act: 0.1; EPAC1 ag: 1%; PI5P4Ka inh: 4; GLP1R cytotox: 2%; GLP-1R inv ag: ?
Record of COc1cccc(CN2CCN(Cc3cccc(Br)c3)CC2)c1OC → PTHR1 ag: i; PLK1 PBD block: -1%; EPAC1 antagonist: -14%; GLP1R ag: 8%; IL-2 act: -4.8; EPAC1 ag: 8%; PI5P4Ka inh: -7; GLP1R cytotox: 5%; GLP-1R inv ag: ?

4 compounds from above, arranged by the number in EPAC1 antagonist, falling.
canonical_smiles | PTHR1 ag | PLK1 PBD block | EPAC1 antagonist | GLP1R ag | PI5P4Ka inh
C/C(NCCc1ccc(O)cc1)=C1/CCOC1=O | i | 6% | 10% | -1% | 1
O=C(CN1C(=O)CSC1=O)Nc1ccc2c(c1)OCCO2 | i | -14% | 2% | 3% | -55*
Clc1cccc(Cl)c1COc1ccncc1 | i | -2% | 0% | -3% | 4
COc1cccc(CN2CCN(Cc3cccc(Br)c3)CC2)c1OC | i | -1% | -14% | 8% | -7
